Source: PubChem
E-sel inducer: E-selectin induction in HUVECs, primary screen, imaging, HUVEC, immunofluorescence imaging, single point; P16581; activation, % at 7.58 µM; 260,000 compounds, 0.37% hits; AID 686992, 2013; normalized: neutral wells 0, TNF-alpha wells 100;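 active = mean E-selectin-positive cell signal at least 10% of the positive control, reached in at least 60% of replicates, without over 20% cell loss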;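 also: in these data hits start at about 27%; measured in HUVEC primary endothelial cells; signal is the percent of cells scored E-selectin positive by PE staining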
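Material: HUVEC primary endothelial cells; Amount: 3,000 cells per well; Dosing: single concentration; Medium: EGM-2 growth medium on 0.1% gelatin-coated wells; Read-out basis: percent E-selectin-positive cells; Signal: immunofluorescence imaging; Control set: TNF-alpha, DMSO.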
esBAF inh: Bmi1 luciferase reporter increase in mESCs, primary screen, esBAF inhibitor project, mouse ES cells, Bmi1 luciferase knock-in, single point; 24 h; 100% = twice the neutral-well signal; reporter increase, % at 12.5 µM; 350,000 compounds, 2% hits; in the data active = activation above about 40%;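 also: 0% = median of the plate's neutral control wells and 100% = double that signal; a rise in the Bmi1 reporter signal indicates esBAF inhibition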
EWS-Fli block: EWS/Fli-driven NR0B1 reporter inhibitors, primary screen, A673 cells, NR0B1 luciferase, luminescence, MLPCN library. viability-normalised. inhibition, % at 12.6 µM. 350,000 compounds, 0.67% hits. AID 651661, 2012;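 active = mean inhibition of at least 50% after viability correction, with every replicate also passing that limit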;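 also: firefly luciferase signal divided by Alamar Blue viability fluorescence both relative to DMSO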
RAD54 branch: inhibitors of human RAD54 branch migration, primary screen, biochemical, fluorescence, single point; inhibition, % at 10.4 µM; RAD54 Holliday junction branch migration, FAM/BHQ fluorescence; 360,000 compounds, 0.14% hits;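 active = mean normalized replicate activity at least 40 and at least half of replicates scoring 40 or more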;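 also: 0% = median of neutral control wells and 100% = median of positive control wells; inhibitors cause a drop in the FAM fluorescence signal; in these data hits start at about 50%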
Target sequence (Q92698 whole entry, looked up): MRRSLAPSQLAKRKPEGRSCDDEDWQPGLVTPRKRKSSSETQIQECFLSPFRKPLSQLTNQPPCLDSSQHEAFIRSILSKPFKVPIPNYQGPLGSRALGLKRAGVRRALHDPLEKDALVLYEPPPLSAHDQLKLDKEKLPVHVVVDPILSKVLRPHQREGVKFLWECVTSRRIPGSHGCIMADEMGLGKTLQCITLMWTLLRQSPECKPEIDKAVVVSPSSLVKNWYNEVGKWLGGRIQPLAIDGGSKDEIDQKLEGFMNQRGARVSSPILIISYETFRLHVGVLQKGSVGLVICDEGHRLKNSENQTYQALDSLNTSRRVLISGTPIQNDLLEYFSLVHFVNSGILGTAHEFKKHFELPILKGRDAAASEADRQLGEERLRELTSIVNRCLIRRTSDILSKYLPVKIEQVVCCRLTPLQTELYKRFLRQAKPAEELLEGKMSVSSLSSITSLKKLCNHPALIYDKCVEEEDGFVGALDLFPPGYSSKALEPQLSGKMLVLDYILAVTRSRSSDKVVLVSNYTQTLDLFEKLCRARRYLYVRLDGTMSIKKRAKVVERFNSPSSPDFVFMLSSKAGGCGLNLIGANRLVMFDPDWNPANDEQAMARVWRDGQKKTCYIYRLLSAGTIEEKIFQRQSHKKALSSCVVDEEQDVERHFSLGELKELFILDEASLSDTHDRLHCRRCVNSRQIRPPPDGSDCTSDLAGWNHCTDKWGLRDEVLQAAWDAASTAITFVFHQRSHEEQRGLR
FN deposition inh: inhibitors of fibronectin matrix deposition, primary screen, AH1F cells, Alexa488-fibronectin fluorescence, plate reader; AH1F fibroblasts, overnight; inhibition, % at 12.6 µM; 350,000 compounds, 0.086% hits; AID 743247, 2014;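 active = mean inhibition across replicates of 30% or more, regardless of how many single replicates reach that level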;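 also: positive control wells lacked labelled fibronectin entirely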
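test system = AH1F fibroblasts assembling fluorescent fibronectin matrix | quantity = 10000 AH1F cells per well | buffer or medium = DMEM plus 2% serum, read in PBS | doses = single dose, pinned | incubation = 1 h cell attachment, overnight exposure to compound and label | detection = fluorescence at 485 nm excitation, 525 nm emission | read-out basis = inhibition from reduced deposited-fibronectin fluorescence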
S100A4 inh HTS: inhibitors of S100A4-myosin IIA peptide binding, primary screen, biochemical, fluorescence polarization, TAMRA-MyoIIA peptide. Protein S100-A4 (Homo sapiens), P26447. AID 652163, 2013. 360,000 compounds, 0.14% hits. inhibition, % at 10.7 µM;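 active = mean inhibition of at least 70% across replicates, with every replicate also reaching that level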
Target sequence (P26447 whole entry, looked up): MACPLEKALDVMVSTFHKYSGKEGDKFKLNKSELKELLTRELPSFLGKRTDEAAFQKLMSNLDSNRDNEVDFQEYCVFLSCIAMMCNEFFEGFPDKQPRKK
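Material: S100A4 monomer protein / Buffer or medium: 50 mM HEPES pH 7.2, 10 mM CaCl2, 100 mM KCl / Times: 5 min incubation before reading / Benchmarks: neutral control DMSO, positive control TFP / Reagent: labelled myosin peptide probe, 5 nM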
RAD52 inh: RAD52 DNA annealing inhibitors, primary screen, biochemical, FRET, single point, set 2; DNA repair protein RAD52 homolog (Homo sapiens), P43351; recombinant RAD52 DNA annealing, FRET fluorescence; inhibition, % at 18.7 µM; 360,000 compounds, 0.46% hits; AID 651710, 2012;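 active = every replicate showing at least 50% inhibition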
XiGFP reactiv: activators of inactive X chromosome reactivation, primary screen, imaging, XiGFP fibroblasts, GFP high-content imaging, set 2; XiGFP mouse fibroblasts, % GFP-positive cells imaging, 3 d; cells co-treated with 5-aza-dC sensitizer; scaled so ellipticine positive control = 100%; activation, % at 7.58 µM; 360,000 compounds, 0.055% hits; AID 743238, 2013;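 active = mean normalized replicate activation at least 10% and every replicate at or above 10%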;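 also: 0% = median of on-plate neutral control wells and 100% = ellipticine 6 µM median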
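assay system = SV40-immortalized XiGFP fibroblast cells, line 68-5-11 | buffer or medium = DMEM plus 5-aza-dC sensitizer | doses = single-point pinned compound dosing | times = 3-day compound exposure, then 15 min fixation at room temperature | benchmarks = positive control ellipticine, 6 µM final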
Starred values were filed as active, the others as inactive; · = no result given; & = joins results of further samples. Hits appear at their usual frequency; any-hit rate near 3%.

SMILES | E-sel inducer | esBAF inh | EWS-Fli block | RAD54 branch | FN deposition inh | S100A4 inh HTS | RAD52 inh | XiGFP reactiv
CC1(Cc2ccc(OC(F)(F)F)cc2)C(=O)Nc2ccc(OC(F)(F)F)cc21 (stereo unspecified) | -0.1 | -14 | -5 | -7 | -4 | -1 | 10 | 0.2
COCCCNC(=O)CCc1c(C)c2cc3c(C)coc3cc2oc1=O | 0.4 | -1 | 1 | -7 | -4 | -8 | -4 | 0.0
COc1cccc(CCc2nnc(CCC(=O)NC(C)Cc3cccs3)o2)c1 (stereo unspecified) | -2.7 | · | 4 | 9 | -12 | -26 | 0 | 0.0
C[C@@H]1CN([C@H](C)CO)C(=O)c2cc(NC(=O)C3CCCCC3)ccc2O[C@@H](C)CCCCO[C@@H]1CN(C)Cc1ccc(C(=O)O)cc1 | -0.3 | 2 | -2 | -1 | · | -1 | -1 | 0.1
O=C1CN(C(=O)COC(=O)CNC(=O)c2ccccc2)c2ccccc2N1 | · | · | 8 | -8 | 0 | 0 | -1 | 0.2
CC(=O)Nc1ccc(C2(c3ccc(NC(C)=O)cc3)C(=O)Nc3ccccc32)cc1 | · | -15 | 13 | 6 | 2 | -2 | 1 | 0.0
CC1Cc2ccccc2N1C(=O)COC(=O)c1ccc(Br)o1 (stereo unspecified) | 4.2 | · | -1 | · | 5 | -1 | -17 | -0.2
O=C(O)c1ccc(CNC(=O)C2CCN(S(=O)(=O)c3ccc4c(c3)OCCO4)CC2)cc1 | -0.2 | -3 | -2 | 3 | 3 | -4 | -10 | -0.1
Cn1c(=O)oc2cc(S(=O)(=O)N3CCCC(C(=O)NC4CCCc5ccccc54)C3)ccc21 (stereo unspecified) | 0.6 | 0 | 20 | -7 | -1 | -5 | -8 | 0.2
O=C(N[C@@H]1CC[C@@H](CCNC(=O)C2CCOCC2)O[C@H]1CO)c1ccncc1 | -0.4 | -3 | -15 | -7 | -1 | 3 | 7 | 0.1
O=C1c2ccccc2C(c2nnnn2Cc2ccccc2)N1CCc1c[nH]c2ccccc12 (stereo unspecified) | 2.8 | · | -63 | · | -7 | 5 | -12 | 0.0
CNC[C@H]1Oc2ccc(NC(=O)C3CCCCC3)cc2C(=O)N([C@H](C)CO)C[C@H]1C | 0.0 | 1 | 13 | 4 | -2 | -6 | 6 | -0.4
C=CCNC(=O)c1onc(CSc2ccc(F)cc2)c1C(=O)NCC=C | 0.1 | 11 | 4 | 16 | 1 | 0 | 0 | -0.3
O=C(Nc1cccc(F)c1)c1c(O)c2ccccc2[nH]c1=O | · | 80* | -48 | 4 | -1 | -1 | -13 | 0.2
Cc1cccc(-n2c(C)cc(/C=C3\NC(=O)NC3=O)c2C)c1 | 3.6 | 4 | -10 | · | 6 | -4 | -19 | -0.2
O=C(Nc1cccnc1)OC1CCCC1 | 0.8 | · | -16 | · | · | 0 | 2 | 0.0
CCCC(=O)c1c[nH]c(C(=O)N2CCOCC2)c1 | · | · | -4 | · | -3 | -5 | -10 | 0.0
CN(C)C(CNS(=O)(=O)c1ccc(F)cc1)c1cccnc1 (stereo unspecified) | -0.3 | -6 | 0 | -6 | 2 | -5 | -14 | 0.0
CCCCn1c2ccccc2c2cc(CC(N)=O)ccc21 | 2.0 | · | 6 | · | -6 | -15 | -1 | -0.1
COc1cc(/C=C2\C(=O)N(CCC#N)N=C2C)ccc1OCC(=O)Nc1ccccc1 | 0.4 | · | · | -1 | 3 | · | · | 0.4
C[C@H](CO)N1C[C@H](C)[C@@H](CN(C)C(=O)Nc2ccccc2)Oc2ccc(NC(=O)CCN3CCOCC3)cc2C1=O | 0.0 | 3&-9 | -14 | -15&-5 | 5 | 3&-14 | 0&-19 | 0.0
COc1ccc2c3c([nH]c2c1)[C@@H](CO)N(C)CC31CCN(C(=O)c2ccccn2)CC1 | 0.0 | · | · | · | -6 | 12 | -17 | 0.0
COc1ccc(Cc2c(-c3ccc(Cl)cc3)nc3cc(C)c(Br)c(C)n23)c(C)c1 | 0.2 | · | -22 | · | 7 | 43 | -13 | -0.1
O=C(CCl)N(Cc1cc(=O)[nH]c2ccccc12)c1ccccc1 | -0.1 | · | 15 | · | -1 | -2 | -10 | 0.0
O=S(=O)(Nc1cc(S(=O)(=O)N2CCOCC2)ccc1Cl)c1ccccc1 | · | 3 | -5 | 0 | -5 | -2 | -9 | 0.0
Cc1ccc(CCNC(=O)C2CCC(=O)N2Cc2ccc(F)cc2)cc1 (stereo unspecified) | -0.2 | -11 | -7 | 2 | -2 | 3 | -1 | 0.2
CC(C)NC(=O)Nc1ccc2c(c1)C(=O)N([C@@H](C)CO)C[C@@H](C)[C@@H](CN(C)Cc1ccc3c(c1)OCO3)O2 | 6.7 | -4 | -5 | -4 | 0 | 10 | -7 | -0.2
CC1(c2ccc(Cl)cc2)NC(=O)CS1 (stereo unspecified) | · | · | -8 | · | -1 | -4 | -2 | 0.1
Cc1noc(C)c1NC(=O)Nc1ccc2c(c1)C(=O)N([C@H](C)CO)C[C@H](C)[C@@H](CN(C)C(=O)Nc1ccc3c(c1)OCO3)O2 | 0.1&-0.1 | -7 | -11&-6 | 0 | -9 | 4&-2 | -2&-10 | -0.2&0.0
CCc1cc(=O)oc2c3c(cc(OCC(=O)NCCCC(=O)O)c12)OC(C)(C)CC3 | -0.2 | -1 | 4 | -8 | 2 | -22 | -7 | 0.2

Rewritten with values under each structure: part of the list above.
Below each compound – E-sel inducer	esBAF inh	EWS-Fli block	RAD54 branch	FN deposition inh	S100A4 inh HTS	RAD52 inh	XiGFP reactiv
Cc1ccc(CCNC(=O)C2CCC(=O)N2Cc2ccc(F)cc2)cc1 (stereo unspecified)
→ -0.2	-11	-7	2	-2	3	-1	0.2
CC(C)NC(=O)Nc1ccc2c(c1)C(=O)N([C@@H](C)CO)C[C@@H](C)[C@@H](CN(C)Cc1ccc3c(c1)OCO3)O2
→ 6.7	-4	-5	-4	0	10	-7	-0.2
CC1(c2ccc(Cl)cc2)NC(=O)CS1 (stereo unspecified)
→ ·	·	-8	·	-1	-4	-2	0.1
Cc1noc(C)c1NC(=O)Nc1ccc2c(c1)C(=O)N([C@H](C)CO)C[C@H](C)[C@@H](CN(C)C(=O)Nc1ccc3c(c1)OCO3)O2
→ 0.1&-0.1	-7	-11&-6	0	-9	4&-2	-2&-10	-0.2&0.0

(cont.)
SMILES | E-sel inducer | esBAF inh | EWS-Fli block | RAD54 branch | FN deposition inh | S100A4 inh HTS | RAD52 inh | XiGFP reactiv
CN(C)C(=O)c1c([N+](=O)[O-])c(C(C)(C)C)nn1C | · | · | -4 | 1 | -4 | 9 | -13 | 0.0
O=C(NCCCn1ccnc1)c1cc(Br)c(Br)s1 | · | -10 | 10 | 5 | -5 | 2 | -5 | 0.0
Cc1nc(C)c(C(=O)NCc2ccccc2Cl)o1 | · | -4 | 3 | -7 | · | 3 | -10 | ·
COc1cc(/C=N/Nc2nc(C)cc(=O)[nH]2)ccc1OC(=O)c1cccnc1 | · | 2 | 3 | 8 | 2 | -2 | -25 | 0.3
CC(C)(OC(=O)c1ccc(F)cc1)c1cc2ccccc2c(=O)o1 | 0.0 | 4 | -14 | 10 | 2 | -4 | -7 | 0.0
CN(C(=O)CN1CCN(c2cc(-c3ccc(-c4ccccc4)cc3)ncn2)CC1)c1ccccc1 | 0.0 | 17 | 8 | 0 | 6 | -9 | -4 | 0.0
CCOC(=O)/C=C/c1c(OC)cccc1OC | · | · | 0 | -2 | · | 12 | -4 | ·
O=Cc1c(NCCCN2CCCC2=O)c2ccccc2[nH]c1=O | 0.2 | 3 | -1 | -2 | 0 | -5 | -34 | 0.2
C#CCOCCOCCOCCNc1nc(N2CCN(C(=O)CCCCCCCCCCNC(=O)[C@H](CCCCN)n3cc(CCCC(=O)O)nn3)CC2)nc(N2CCN(C(=O)CCCCCCCCCCNC(=O)[C@@H]([C@H](C)O)n3cc(C)nn3)CC2)n1 | · | 5 | · | -7 | · | 0 | 0 | ·
CCCS(=O)(=O)NC(=O)C1(C)CCN(C(=O)c2ccc(OC)cc2OC)C1 (stereo unspecified) | 0.6 | -2 | 5 | -11 | -2 | -2 | -3 | 0.0
O=C(NC(=S)Nc1ccccc1F)C1CCCCC1 | -0.1 | 23 | -51 | -1 | 1 | -3 | 0 | 0.1
CS(=O)(=O)NN1C(=O)c2ccccc2NC1c1c[nH]c2ccccc12 (stereo unspecified) | · | · | 11 | · | · | -10 | -126 | 0.3
CO/N=C/C1CCN(c2ncc(C(F)(F)F)cc2Cl)C1=O (stereo unspecified) | 4.9 | -7 | 2 | · | -12 | -4 | -4 | 0.1
O=C(CSc1ncccn1)Nc1ccc2[nH]c(=O)[nH]c2c1 | · | -4 | -8 | -1 | 7 | -3 | 2 | -0.1
CCOc1ccc(C=NCC(O)c2ccccc2)cc1 (stereo unspecified) | 0.2 | -8 | -7 | 4 | -1 | -1 | -9 | 0.0
OC[C@H]1N[C@@H](CNCC2CCC2)[C@@H]1c1ccc(C2=CCCCC2)cc1 | -0.3 | · | -2 | · | -7 | 8 | -22 | 0.1
N#C/C(=C\c1cccc(Oc2ccccc2)c1)C(=O)N1CCOCC1 | 4.3 | -6 | -18 | 8 | -1 | 0 | -29 | 0.1
Cc1cc(C)cc(NS(=O)(=O)c2coc(C(N)=O)c2)c1 | -0.2 | -1 | -6 | -5 | 10 | 0 | -11 | 0.2
Clc1ccc(Cl)c(OCCN2CCCC2)c1 | · | -12 | 4 | -5 | -1 | -5 | -2 | 0.1
COc1ccc(C)cc1-n1cnc2sc(C)c(C)c2c1=O | 0.0 | 13 | 19 | 4 | -7 | -1 | 8 | -0.2
Nc1sccc1C(=O)c1ccc(Cl)cc1 | · | 32 | -56 | -4 | · | -3 | -37 | ·
N#C/C(=C\c1cccs1)C(=O)Nc1ccccn1 | 2.6 | · | -85 | · | -1 | -4 | -8 | -0.1
O=C(NCc1ccc(F)cc1)c1cc(C2CCCCN2C(=O)c2cccs2)on1 (stereo unspecified) | 0.2 | 2 | 1 | 9 | · | 1 | -9 | 0.5
O=C(NCc1ccncc1)[C@@H]1CCCN1C(=O)[C@H]1CCCN1C(=O)c1cccc2ccccc12 | 1.4 | · | -10 | · | 6 | 0 | -14 | 0.0
C[C@H](CO)N1C[C@H](C)[C@H](CN(C)S(=O)(=O)c2cn(C)cn2)Oc2ccc(NS(=O)(=O)c3ccccc3)cc2C1=O | -0.1 | 1 | -16 | 7 | · | 1 | -4 | -0.9
COc1ccc(C(=O)Nc2nc(CC(=O)NCCc3ccccc3OC)cs2)cc1 | 0.2 | · | -28 | · | 5 | 8 | -11 | 0.6
COc1cccc(C(=O)NCC(c2ccco2)N2CCc3ccccc3C2)c1 (stereo unspecified) | 0.0 | · | -3 | -5 | 2 | -3 | -39 | -0.1
COc1cc(C(=O)Oc2cccc(C(=S)N3CCOCC3)c2)cc(OC)c1OC | 1.6 | 5 | · | 2 | · | 3 | -9 | 0.0
